High-throughput results deposited in PubChem BioAssay by several laboratories.
PP1 inh = blocks human PP1-alpha phosphatase, a PP5 counter-screen; P62136; purified PP1alpha, OMFP fluorescence; inhibition, % at 6.7 µM; 320,000 tested, 0.9% active; AID 2235;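 active = inhibition above the mean inhibition of all tested compounds plus 3 SD, computed separately for each screening campaign, cut at about 15% in these data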
Target sequence (P62136 whole entry, looked up): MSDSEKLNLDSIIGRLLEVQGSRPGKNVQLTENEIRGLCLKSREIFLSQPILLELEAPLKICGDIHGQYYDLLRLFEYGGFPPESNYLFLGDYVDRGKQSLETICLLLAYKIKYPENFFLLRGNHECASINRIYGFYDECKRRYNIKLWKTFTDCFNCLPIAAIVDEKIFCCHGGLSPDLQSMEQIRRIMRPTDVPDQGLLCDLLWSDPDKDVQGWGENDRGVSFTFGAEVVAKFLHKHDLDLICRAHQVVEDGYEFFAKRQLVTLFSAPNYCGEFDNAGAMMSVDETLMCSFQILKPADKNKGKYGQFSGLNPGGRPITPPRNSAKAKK
HCV core dimer = blocks dimerization of HCV core protein; 300,000 tested, 0.33% active; TR-FRET GST/Flag-core106 dimerization, 1536-well; AID 1899; inhibition, % at 5 µM;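 active = inhibition above the mean of all tested compounds plus 3 SD, set per screening campaign, cut at about 45% in these data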
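Assay system: GST-tagged and Flag-tagged HCV core protein residues 1-106 / Times: compound-protein-antibody incubation 4 h at 22.5 °C / Signal: time-resolved FRET, ex 340 nm, em 617 and 671 nm / Evaluation: % inhibition based on acceptor/donor emission ratio / Benchmarks: wells lacking GST-core106 and wells with excess unlabelled core106 / Repeats: singlicate, one well per compound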
PP5 primary = PP5 (human) phosphatase inhibition; purified PP5c, OMFP substrate fluorescence; P53041; inhibition, % at 6.7 µM; 320,000 tested, 0.18% active;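 active = inhibition above the campaign's mean inhibition across all tested compounds plus 3 SD, cut at about 9.5% in these data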;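 note: 0% = DMSO only and 100% = 100 µM cantharidin control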
Target sequence (P53041 whole entry, looked up): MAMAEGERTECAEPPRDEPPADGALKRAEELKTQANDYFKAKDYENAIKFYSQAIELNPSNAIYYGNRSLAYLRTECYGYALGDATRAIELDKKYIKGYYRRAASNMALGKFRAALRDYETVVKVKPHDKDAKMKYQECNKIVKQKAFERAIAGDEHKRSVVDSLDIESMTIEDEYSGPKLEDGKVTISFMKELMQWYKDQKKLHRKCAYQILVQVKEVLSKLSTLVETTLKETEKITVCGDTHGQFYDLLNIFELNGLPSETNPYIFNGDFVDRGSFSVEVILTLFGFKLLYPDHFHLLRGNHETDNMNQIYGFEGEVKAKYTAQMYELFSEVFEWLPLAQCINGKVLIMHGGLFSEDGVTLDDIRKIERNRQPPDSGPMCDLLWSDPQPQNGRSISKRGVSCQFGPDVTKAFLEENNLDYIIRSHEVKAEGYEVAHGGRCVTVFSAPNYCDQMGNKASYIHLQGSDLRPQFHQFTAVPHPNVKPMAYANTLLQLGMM
TPT1 inhibitor = blocks Candida albicans tRNA 2'-phosphotransferase; inhibition, % at 5 µM; recombinant caTPT1, FP RNA substrate dephosphorylation; 300,000 tested, 0.81% active;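 active = inhibition above the mean of all tested compounds plus 3 SD, set per screening campaign, cut at about 24% in these data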;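 note: plate controls were DMSO alone for no effect and ferristatin control at 100 nM for full effect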
ZTA DNA inh = ZTA (EBV) inhibition in EBNA-1 counter-screen; P03206; ZTA-DNA binding, fluorescence polarization; inhibition, % at 11 µM; 320,000 tested, 0.15% active; AID 2234; in the data active = inhibition above about 33%
Target sequence (P03206 whole entry, looked up): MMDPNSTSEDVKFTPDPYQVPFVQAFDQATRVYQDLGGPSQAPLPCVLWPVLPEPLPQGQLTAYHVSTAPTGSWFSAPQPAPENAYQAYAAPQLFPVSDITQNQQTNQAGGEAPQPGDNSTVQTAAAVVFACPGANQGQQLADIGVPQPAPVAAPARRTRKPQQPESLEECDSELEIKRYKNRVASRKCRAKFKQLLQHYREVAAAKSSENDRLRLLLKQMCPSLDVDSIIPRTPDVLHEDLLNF
Yeast superoxide = lowers age-related superoxide in aged yeast cells; S. cerevisiae aged cells, superoxide DHE fluorescence; hits give low values; 330,000 tested, 0.18% active; superoxide response (% of plate mean), % at 10 µM;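 active = superoxide response under a set limit, about three screen SD below normal, cut at about 65% in these data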;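 note: yeast aged for seven days with compound at 30 °C before DHE staining; 100% = average MFI of all compound-treated wells on the plate with controls excluded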
CTSL1 counter = blocks F. hepatica cathepsin L1 in PFM18AAP counter-screen; 300,000 tested, 0.49% active; inhibition, % at 5.96 µM; recombinant F. hepatica cathepsin L1, Z-Leu-Arg-MCA fluorescence;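 active = inhibition above the mean of all tested compounds plus 3 SD, set per screening campaign, cut at about 17% in these data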;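 note: 0% = plate median of test compound wells and 100% = 1 µM Z-Phe-Ala-diazomethylketone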
JMJD2C inh = blocks human GASC-1 demethylase activity; GST-JMJD2C(1-420) H3K9me3 demethylation, DELFIA europium; 330,000 tested, 0.069% active; AID 2099; inhibition, % at 2.35 µM;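 active = more than half of a compound's replicate wells show inhibition beyond 50%, single wells judged on their own value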;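 note: signal counts dimethyl H3K9 product captured on neutravidin plate; 0% = median of DMSO wells and 100% = 0.3 times that DMSO median; strong numbers were not always called active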
EBNA-1 inhibitor = blocks EBNA-1 binding to DNA. EBNA-1 DNA binding, fluorescence polarization. 300,000 tested, 0.34% active. inhibition, % at 14.8 µM; in the data active = inhibition above about 28%
The depositor's hits bear a star; x = not tested or not shown; & = joins results of further samples.

SMILES | PP1 inh | HCV core dimer | PP5 primary | TPT1 inhibitor | ZTA DNA inh | Yeast superoxide | CTSL1 counter | JMJD2C inh | EBNA-1 inhibitor
COC(=O)C1=C(c2ccccc2OCc2ccccc2)C[C@@H]2CC[C@H]1N2C(=O)NCc1cccc(F)c1 | 7 | x | 3.5 | x | 17 | 103 | x | -4 | x
CCCCCCN=C(CC)c1c(O)n(CCCC)c(=O)[nH]c1=O | 6 | 6 | 3.4 | 0 | -11 | 104 | 4 | 15 | 5
Cc1cccc(-n2c(O)c(C=NC34CN5CN(CN(C5)C3)C4)c(=O)[nH]c2=O)c1 | -7 | 3 | 1.2 | 2 | -8 | 106 | -3 | 9 | 7
N#Cc1cc2c(nc1SCC(=O)Nc1cc(Cl)ccc1Cl)C1CCN2CC1 | 3 | 2 | 5.0 | 4 | -17 | 102 | 1 | -7 | -1
CCOC(=O)C1(CCc2ccccc2)CCN(Cc2ccc(NC(C)=O)cc2)CC1 | -3 | -8 | 4.8 | -1 | -10 | 105 | -1 | 0 | -3
O=c1[nH]c(=O)n(Cc2ccco2)c(O)c1/C=N/N1CCCCC1 | -4 | -1 | 1.1 | 24* | -9 | 104 | -1 | -2 | -6
CC#CP(=O)(OC)C(O)(CF)c1ccccc1 (stereo unspecified) | -4 | 2 | 3.7 | 2 | 1 | 93 | -2 | 24 | -3
Cn1ccc(NC(=O)CCl)n1 | -3 | 3 | 3.2 | -1 | -2 | 109 | 6 | 6 | 16
O=P(c1ccccc1)(c1ccccc1)N1CCCCC1 | -1 | 8 | 1.3 | -4 | 1 | 96 | -1 | 3 | -5
CCOc1ccc(-n2c(O)c(N=Nc3ccc([N+](=O)[O-])cc3)c(=O)[nH]c2=O)cc1 | -2 | -4 | 1.5 | 0 | 1 | 110 | 1 | -34 | -4
Cc1cc(C(=O)CS(=O)(=O)c2ccc(F)cc2)cc(C)c1OC(=O)N(C)C | -1 | 1 | -0.1 | 1 | -10 | 103 | -1 | -23 | 0
Cc1ccc(N2C(=O)NC(=O)/C(=C\c3ccc(N4CCOCC4)cc3)C2=O)cc1 | -5 | 6 | -0.8 | 13 | -4 | 102 | 6 | 10 | 2
CN(C)C1=NC(N(C)C)=NP(N(C)C)(N(C)C)=N1 | -1 | -1 | -2.4 | -5 | 6 | 87 | 0 | 3 | 0
Cc1ccc(OCC(=O)N2CCN(C3CCC(c4ccccc4)CC3)CC2)cc1 (stereo unspecified) | -10 | 5 | 4.7 | 5 | -2 | 101 | -3 | 14 | 0
Cc1cccc(CNCCc2c[nH]c3ccccc23)c1 | 3 | -3 | 4.0 | -5 | 4 | 103 | 2 | -2 | -18
CNCCc1ccc(OC)c(OC)c1 | -5 | -7 | 3.6 | 0 | -1 | 122 | 2 | 0 | -6
CC(C)CN1CCN(Cc2ccc(F)cc2Cl)CC1CCO (stereo unspecified) | -1 | 0 | -2.0 | 0 | -9 | 103 | 0 | -5 | -12
O=[N+]([O-])c1cccc(CN2CCN(Cc3ccc(Cl)cc3)CC2)c1 | 2 | 1 | -0.8 | 0 | 15 | 112 | -3 | 8 | -7
CCCCN1C(=O)/C(=C/c2ccc(N(C)C)cc2)C(=O)N(Cc2ccco2)C1=O | 7 | 34 | -0.2 | 150* | 7 | 99 | 4 | 2 | -1
COc1ccc(OC)c(C(c2c(O)c3ccccc3oc2=O)c2c(C)n(C)n(-c3ccccc3)c2=O)c1 (stereo unspecified) | -7 | 3 | 0.7 | -1 | 11 | 88 | 0 | 3 | -4

Some values from the list.
`Cn1ccc(NC(=O)CCl)n1` in JMJD2C inh: 6
`COC(=O)C1=C(c2ccccc2OCc2ccccc2)C[C@@H]2CC[C@H]1N2C(=O)NCc1cccc(F)c1` in PP1 inh: 7
`CNCCc1ccc(OC)c(OC)c1` in HCV core dimer: -7

More entries
SMILES | PP1 inh | HCV core dimer | PP5 primary | TPT1 inhibitor | ZTA DNA inh | Yeast superoxide | CTSL1 counter | JMJD2C inh | EBNA-1 inhibitor
CCn1cc(C=C2C(=O)NC(=O)NC2=O)c2ccccc21 | 3 | -1 | 1.9 | 7 | -8 | 95 | -5 | -12 | -5
COc1ccccc1OCCCn1cc(C(=O)C2CC2)c2ccccc21 | -5 | 6 | 2.9 | -3 | 5 | 107 | 0 | -27 | -4
N#Cc1ccccc1Cn1cc(C(=O)C2CC2)c2ccccc21 | 3 | 2 | 1.7 | -5 | 5 | 106 | 2 | -25 | 1
COc1ccc(C(O)CNC(C)C)c(F)c1OC (stereo unspecified) | 2 | 2 | 0.6 | -4 | 14 | 100 | -2 | 5 | 5
O=C1CC(c2cccnc2)=NN1c1ccc(Cl)cc1Cl | -1 | 0 | 0.6 | -3 | -1 | 96 | -6 | -7 | 2
c1cc2c(cc1[C@H]1OC[C@H]3[C@@H]1CO[C@@H]3c1ccc3c(c1)OCO3)OCO2 | 0 | 5 | 1.4 | -1 | -7 | 98 | 0 | -16 | -9
COc1cc(/C=C/c2nc3ccccc3c(=O)n2-c2ccc(O)cc2)ccc1O | -1 | 16 | 1.1 | 17 | 9 | 101 | 2 | -12 | 10
Cc1cc(S(N)(=O)=O)ccc1N=Cc1c(O)n(-c2ccccc2)c(=O)[nH]c1=O | -1 | -8 | 3.3 | 5 | -9 | 95 | -1 | -21 | -4
CNCC(O)c1cccc(OC(=O)c2ccccc2C)c1 (stereo unspecified) | -4 | 6 | -1.3 | -4 | 5 | 90 | 3 | 5 | -1
C[C@@H]1O[C@@H](O[C@H]2C[C@@H](O)[C@]3(CO)[C@H]4[C@H](O)C[C@]5(C)[C@@H](C6COC(=O)C6)CC[C@]5(O)[C@@H]4CC[C@]3(O)C2)[C@H](O)[C@H](O)[C@H]1O (stereo partly specified) | -1 | 0 | 0.6 | -3 | 3 | 85 | -1 | 13&2 | -4
COC(=O)C1=C(c2ccc(F)cc2F)C[C@@H]2CC[C@H]1N2C(=O)N1CCC(O)CC1 | -5 | x | -0.6 | x | -10 | 97 | x | -3 | x
c1cc2n(c1)-c1c(ccc3c1OCO3)CNC2c1ccc2c(c1)OCO2 (stereo unspecified) | 6 | -1 | 3.3 | -2 | -16 | 97 | 0 | -3 | -9
CCCNC(=O)N1[C@H]2CC[C@@H]1C(C(=O)OC)=C(c1cc3ccccc3o1)C2 | 2 | -12 | 0.7 | -5 | 9 | 101 | 2 | 2 | 10
COc1ccc(OC(=O)N(C)C)c(CN(C)C)c1 | 2 | -7 | 1.1 | 0 | -26 | 96 | -1 | 11 | -8
O=C(c1ccc(Cl)cc1)C1CCCN(Cc2ccon2)C1 (stereo unspecified) | -6 | 9 | 2.3 | 1 | -11 | 98 | 0 | 6 | 10
COc1ccccc1N1CCN(Cc2ccc(Br)cc2)CC1 | -6 | 6 | 0.9 | 0 | 9 | 96 | 0 | -1 | 5
COc1ccc(NC(=O)N2CCC3(CC2)OCCO3)cc1 | 2 | -12 | 2.7 | -2 | -13 | 118 | 0 | 25 | 6
O=c1[nH]c(=O)n(-c2cccc3ccccc23)c(O)c1/C=N/N1CCCCC1 | -2 | 0 | 1.8 | 1 | -3 | 115 | 1 | 20 | -8
COc1ccc(C2=NCC(=O)N(CC(=O)NCc3ccco3)c3sc4c(c32)CCCC4)cc1OC | 1 | -1 | 4.5 | 0 | -1 | 105 | 5 | 0 | -4
C(=NC12CN3CN(CN(C3)C1)C2)c1cccnc1 | -1 | -6 | -1.7 | 1 | -8 | 88 | 3 | -5 | -4

Record cards, from the list above. Order of values: PP1 inh | HCV core dimer | PP5 primary | TPT1 inhibitor | ZTA DNA inh | Yeast superoxide | CTSL1 counter | JMJD2C inh | EBNA-1 inhibitor
O=C1CC(c2cccnc2)=NN1c1ccc(Cl)cc1Cl is listed with -1 | 0 | 0.6 | -3 | -1 | 96 | -6 | -7 | 2
c1cc2c(cc1[C@H]1OC[C@H]3[C@@H]1CO[C@@H]3c1ccc3c(c1)OCO3)OCO2 is listed with 0 | 5 | 1.4 | -1 | -7 | 98 | 0 | -16 | -9
Cc1cc(S(N)(=O)=O)ccc1N=Cc1c(O)n(-c2ccccc2)c(=O)[nH]c1=O is listed with -1 | -8 | 3.3 | 5 | -9 | 95 | -1 | -21 | -4

(listing goes on)
SMILES | PP1 inh | HCV core dimer | PP5 primary | TPT1 inhibitor | ZTA DNA inh | Yeast superoxide | CTSL1 counter | JMJD2C inh | EBNA-1 inhibitor
C/C=C1/C[N+]2(C)CCC34C(=C(C=O)[C@H]1C[C@@H]32)Nc1ccccc14 (stereo partly specified) | -5 | 12 | 1.1 | 0 | -8 | 121 | -3 | x | 8
COc1ccc(OC)c(-n2c(O)c(C=NCc3ccc4c(c3)OCO4)c(=O)[nH]c2=O)c1 | -5 | -1 | 1.2 | 2 | 7 | 115 | 1 | 10 | -3
Cc1cccc(N2C(=O)NC(=O)/C(=C/c3ccc(-c4ccc(C(=O)O)c(Cl)c4)o3)C2=O)c1 | -1 | 0 | -2.0 | 16 | -7 | 89 | -2 | -12 | -8
C=CCN1CCC2(C)c3cc(O)ccc3CC1C2C (stereo unspecified) | 3 | 6 | 2.6 | -5 | -2 | 107 | -2 | -5 | -3
CC(=O)N1N=C(c2c(O)n(C)c(=O)n(C)c2=O)CC1c1ccccc1 (stereo unspecified) | -3 | 1 | -2.3 | -1 | 5 | 111 | -7 | -8 | 3
CC1=Nc2cc(C(=O)N3CCC4(CC3)OCCO4)ccc2Sc2ccc(Cl)cc21 | -4 | 5 | 2.8 | 1 | 1 | 94 | 1 | -9 | -8
CCCCCCCCN=Cc1c(O)[nH]c(=O)[nH]c1=O | 0 | 4 | 1.1 | -1 | -5 | 96 | 0 | -2 | -1
O=C1C(Cl)=CC(=Nc2ccc(O)cc2)C=C1Cl | -2 | x | 0.8 | x | -5 | 115 | x | -6 | x
O=S(=O)(c1ccccc1)N1CCN2CCCC2C1 (stereo unspecified) | -1 | 9 | 2.3 | -2 | 3 | 102 | 3 | -16 | -20
C=CCn1c(O)c(/C(C)=N/N2CCCCCC2)c(=O)[nH]c1=O | -2 | 0 | -0.1 | -1 | -12 | 101 | 6 | -14 | -9
Cc1cc(OCC(=O)OC(C)(C)C)c2c3c(c(=O)oc2c1)CCC3 | -6 | -2 | 4.0 | -3 | 10 | 104 | 4 | 9 | -7
Clc1ccc(NC2=NCCCS2)cc1Cl | 3 | -7 | 4.8 | 2 | 0 | 105 | -3 | 4 | -2
Cc1ccc2c(c1)c(=O)c1c3n2CCN(CC2CO2)C3CC1 (stereo unspecified) | 4 | -2 | 3.8 | -15 | -1 | 108 | 1 | 5 | -4
O=C(CN1C2CCC1CC(O)(c1cccnc1)C2)Nc1ccc2c(c1)OCO2 (stereo unspecified) | -1 | 1 | -1.8 | -3 | -2 | 83 | -1 | 23 | 6
CCCCn1c(O)c(C(C)=NC(C)c2ccccc2)c(=O)[nH]c1=O (stereo unspecified) | 0 | 2 | 3.2 | -2 | 8 | 98 | -1 | 21 | 0
N#Cc1ccc(NC(=O)CN2CCCCCC2)cc1Cl | 0 | 3 | 0.5 | -1 | 15 | 100 | 7 | 19 | -1
CCC12CN3CCN(CC(C3)/C1=N/NC(N)=O)C2 | 1 | 2 | 1.0 | -16 | -2 | 90 | 0 | -20 | -6
COc1ccc(CNCCc2ccc3c(c2)OCO3)c(OC)c1OC | 3 | 7 | 3.1 | -5 | -8 | 99 | -3 | -23 | -17
CN(C)C1=NP(N(C)C)(N(C)C)=NC(c2ccccc2)=N1 | 0 | 2 | 1.6 | -1 | -6 | 101 | 1 | 22 | -5
O=C(O)C1CN2CCC1CC2 (stereo unspecified) | -2 | 2 | -3.6 | 1 | -1 | 99 | 0 | 0 | 8

The list is partial; count on the stated rates, not on these rows.
